CCT chaperon mod = changes cytosolic chaperonin activity; purified chaperonin ATPase assay, HTRF ADP detection, 30 min; activity change, % (no concentration beside the values), hits read low; 360,000 compounds, 0.3% hits; in the data active = activity change below about -30%; note: % is set by controls: 0 for no effect and ±100 for the full control effect
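Enzyme 40 or 20 nM (batch-dependent) in Tris pH 7.4/KCl/MgCl2/DTT; cpd 76 uM single point; ATP 10 uM; 30 min 37 °C; Transcreener ADP HTRF detection, 30 min RT; ratio 665/615.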
Nrf2 ARE act = activates Nrf2 signaling; AREc32 ARE-luciferase reporter (MCF7-derived line), luminescence, 24 h; AID 624171; 410,000 compounds, 0.31% hits; Potency, µM (titrated, usually from 46.1 µM), for inactives: at the highest dose activation, most hits filed as activators; note: potency is the fitted concentration of half-maximal effect; % of control where 0% means no effect; nearly all actives have a fitted effect of over 65% in size
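AREc32 cells carrying an ARE-driven firefly luciferase, 1000 cells/well in OPTI-MEM with 5% FBS, dosed after overnight attachment and incubated 24 hr at 37 deg C. Steady-Glo luminescence read after 30 min at RT.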
Nrf2 block = blocks Nrf2 signaling; A549 ARE-Fluc reporter, luciferase luminescence, 18-24 h; Potency, µM (highest dose often 46 µM), inactives show at the top dose activity change, negative = inhibition, usual class: inhibitors; 360,000 compounds, 2.1% hits; note: potency is the fitted concentration of half-maximal effect; % is set by controls: 0 for no effect and ±100 for the full control effect; nearly all actives have a fitted effect of over 60% in size
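Nrf2 function is reported as luminescence of an ARE-controlled luciferase in A549 cells. Compounds were tested at several concentrations, and a CellTiter-Fluor read on the same wells flagged cytotoxicity.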
ATXN viability = viability counter-screen for ATXN expression inhibitors | Potency, µM (titrated, usually from 56.7 µM), actives largely listed as cytotoxic | S2 cells (HEK-293 line with an ATXN2-luciferase reporter) viability, CellTiter-Fluor protease fluorescence, 24 h | 400,000 compounds, 0.49% hits; note: potency is the fitted concentration of half-maximal effect; nearly all actives have a fitted effect of over 40% in size
HepG2 tox = counter-screen for TGF-b inhibitors: cytotoxicity in HepG2 cells | Potency, µM (series often up to 46.1 µM), for the others: top-dose activity change, negative = cytotoxicity, most hits filed as cytotoxic | 410,000 compounds, 0.76% hits | HepG2 CAGA-GFP viability, ATP luminescence, 18 h; note: potency is the fitted concentration of half-maximal effect; some results filed as inactive show a strong effect at the top dose
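HepG2 CAGA-GFP cells (1000/well, DMEM with 1% FBS) received compound, then TGF-beta at 500 pg/mL final, and were incubated 18 hours at 37 degrees C. Viability was read by CellTiter-Glo luminescence. Media-only wells were set as complete cell-killing and DMSO as no toxicity.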
TGFb inhibitor = TGF-b pathway inhibition | AID 588855 | Potency, µM (top dose mostly 46.1 µM), for inactives: at the top dose activity, negative = inhibition, hits mostly inhibitors | 410,000 compounds, 1.2% hits | HepG2 CAGA-GFP TGF-b/SMAD3 reporter, GFP fluorescence, 18 h; TGF-beta stimulated, 500 pg/mL final; note: potency is the fitted concentration of half-maximal effect; % is set by controls: 0 for no effect and ±100 for the full control effect; nearly all actives have a fitted effect of over 65% in size
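Inhibition of TGF-beta-driven CAGA-GFP reporter expression in HEPG2 cells is measured by cellular GFP fluorescence after 18 h stimulation with 500 pg/mL recombinant TGF-beta in 1% FBS medium at 37 degrees C.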
A549 tox = A549 cytotoxicity, counter-screen for Nrf2 inhibitors; A549 ARE-Fluc cells, CellTiter-Fluor viability, 18-24 h; Potency, µM (top dose mostly 46 µM), for the others: at the highest dose activity change, negative = cytotoxicity, most hits filed as inhibitors; 390,000 compounds, 0.16% hits; AID 504648; note: potency is the fitted concentration of half-maximal effect; % is set by controls: 0 for no effect and ±100 for the full control effect
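A549 ARE_Fluc cells in 5% FBS OPTI-MEM were exposed to compounds in concentration-response for 18-24 h at 37 deg C. Viability was read by CellTiter-Fluor fluorescence (Ex 405/Em 525) after 30 min, before the luciferase read.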
pAkt inh = Akt phosphorylation inhibition | Neuro2A IGF-stimulated pAkt S473 HTRF, 20 min; stronger effect = lower value | activity change, % for hits at 50 µM | 360,000 compounds, 0.32% hits | AID 651550; in the data active = activity change below about -80%; inconclusive = mostly about -51% to -80%; note: % is set by controls: 0 for no effect and ±100 for the full control effect
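Neuro2A cells in DMEM with 0.5% FBS, overnight at 37 deg C, given compound at single 50 µM final, then IGF (6 nM final) for 20 min at 37 deg C. Lysed; phospho-Akt Ser473 by HTRF after 24 h, 665/615 ratio.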
MmCpn inh = inhibitors of Methanococcus maripaludis chaperonin (MmCpn). purified Mm-Cpn ATPase, ADP Transcreener TR-FRET. Potency, µM (doses to about 76.9 µM), for inactives: at the highest dose activity, negative = inhibition, usual class: inhibitors. 330,000 compounds, 0.031% hits. AID 504842; note: potency is the fitted concentration of half-maximal effect; % is set by controls: 0 for no effect and ±100 for the full control effect; nearly all actives have a fitted effect of over 80% in size
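Compound-treated chaperonin, 25 nM final, turns over 10 uM ATP at 37°C for 30 min following a 10 min preincubation; ADP generated competes with ADP-d2 for Eu-cryptate antibody, lowering FRET.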
An asterisk follows results filed as active; i = inactive; ? = inconclusive; nt = not tested or not shown; [ ] = remark or other dose. Unless noted, calls come from the whole dose curve; as a rule, active = well fitted curve in the direction sought with a large enough effect; inconclusive = small, poorly fitted or top-dose-only effect, or another doubt; inactive = no such curve, though single readings can be large; an effect the other way counts as inactive or inconclusive.

SMILES | CCT chaperon mod | Nrf2 ARE act | Nrf2 block | ATXN viability | HepG2 tox | TGFb inhibitor | A549 tox | pAkt inh | MmCpn inh
COc1ccccc1OCCCn1c(=O)oc2ccccc21 | -1.3 | 2.1% | nt | i | 4% | 6% | 0% | i | 1%
COc1ccc(CCNC(=O)c2cc3c(=O)n4ccccc4nc3n(C3CCCCC3)c2=N)cc1OC | 0.9 | -3.3% | -10% | ? | -43% | ? | -2% | nt | -1%
Cn1c(=O)oc2cc(S(=O)(=O)Nc3ccc4c(c3)OCCO4)ccc21 | -0.9 | 0.3% | -19% | ? | -2% | -6% | 2% | i | nt
COc1ccccc1N1CCN(C(=O)c2c(-c3c(Cl)cccc3Cl)noc2C)CC1 | -2.7 | -0.4% | nt | i | 9% | -44% | 1% | i | -2%
O=C(Nc1ccccc1C(=O)O)c1ccc(Br)c(S(=O)(=O)NCc2ccccc2)c1 | 0.5 | 0.3% | -3% | i | -10% | ? | -3% | i | 5%
O=C(O)Cc1ccc(NC(=O)c2ccc3c(c2)C(=O)N(Cc2ccccc2)C3=O)cc1 | 0.3 | 0.0% | nt | ? | -2% | 16% | nt | i | nt
C=CCn1c(SCc2csc(-c3ccc(C)cc3)n2)nnc1-c1ccccc1OC | -0.9 | -0.2%[9.22 µM] | ? | ? | -12% | ? | ? | i | -1%
COc1ccc(S(=O)(=O)N2CCOC23CCN(S(=O)(=O)c2ccc(F)cc2C)CC3)cc1 | 1.7 | 3.3% | -11% | ? | -19% | -11% | -3% | i | -2%
O=S1(=O)CC=C(CSc2nc3ccccc3[nH]2)C1 | -2.4 | -0.4% | nt | i | 37% | 0% | -3% | i | 1%
COc1ccc2[nH]c3c(c2c1)CCN1C(=O)C(CC(=O)NC(C)(C)C)C[C@H](C(=O)N(C(C)C)C(C)C)[C@@]31C (some centres undefined) | 0.1 | 3.7% | -13% | i | -36% | -33% | -11% | i | 1%
COc1ccc2oc(C(=O)N3CCN(C(=O)c4ccco4)CC3)c(C)c2c1 | -0.6 | 0.0% | -7% | i | -23% | -18% | -6% | i | -1%
O=C(NCc1ccc2c(c1)OCO2)C1CCN(c2ccc(S(=O)(=O)N3CCCC3)cc2)CC1 | -6.0 | 3.8% | ? | i | -25% | -17% | -7% | i | -19%

Three compounds from above with just Nrf2 ARE act and Nrf2 block:
smiles	Nrf2 ARE act	Nrf2 block
Cn1c(=O)oc2cc(S(=O)(=O)Nc3ccc4c(c3)OCCO4)ccc21	0.3%	-19%
COc1ccccc1N1CCN(C(=O)c2c(-c3c(Cl)cccc3Cl)noc2C)CC1	-0.4%	nt
O=C(Nc1ccccc1C(=O)O)c1ccc(Br)c(S(=O)(=O)NCc2ccccc2)c1	0.3%	-3%

(cont.)
SMILES | CCT chaperon mod | Nrf2 ARE act | Nrf2 block | ATXN viability | HepG2 tox | TGFb inhibitor | A549 tox | pAkt inh | MmCpn inh
COc1ccc(NC(=O)CSc2nnc3c4c(nc(-c5ccccc5)n23)CC(C)(C)OC4)cc1 | 3.0 | 0.0% | ? | i | 11% | -1% | 1% | i | 2%
CC1=C(C(=O)N2CCOCC2)C(c2ccsc2)C2=C(CCCC2=O)N1 (centres undefined) | -1.6 | -0.2% | nt | i | 2% | 6% | -2% | nt | 0%
CN(C(=O)c1ccc(S(=O)(=O)NC2CCCC2)cc1)C1CCCCC1 | -5.3 | -0.2% | ? | i | 0% | 12% | -19% | i | 2%
CCC(C)(C)NC(=O)c1sccc1Oc1ccc(F)cc1[N+](=O)[O-] | -1.1 | 3.4% | ? | i | -19% | -14% | 0% | i | -1%
COc1ccc(N/N=C(\C=N\O)C(=O)c2ccc(OC)cc2)cc1 | -3.5 | 0.1% | 8% | ? | -17% | 0% | ? | i | -2%
COc1cc(/C(C)=N/NC(=O)CSc2nncn2C)ccc1OCc1ccccc1Cl | 1.4 | -1.0% | 17% | i | 2% | ? | -5% | i | 0%
N#CC1(c2ccccc2)CCN(S(=O)(=O)c2ccc(OC(F)(F)F)cc2)CC1 | -1.6 | -0.3% | -24% | i | -27% | -18% | -7% | i | 1%
N=c1c2ccccc2nc2n1CCCCCCC2 | -0.1 | -0.4% | nt | ? | -16% | 16% | nt | i | nt
Cc1c(C(=O)O)oc2c1/C(=N\O)CC(C)(C)C2 | -0.8 | -1.1% | -3% | i | -18% | 3% | 0% | i | 1%
CCCc1ccc(OCCNC(C)=O)cc1 | -5.2 | -0.8% | 10% | i | 2% | 0% | -1% | i | -3%
c1ccc(Cn2c(-c3ccccc3)c[n+]3c2SCCC3)cc1 | 3.7 | 0.0% | 8.2µM* | i | -15% | -10% | 1% | i | -2%
CCOc1cccc(C=NNc2ccc(S(=O)(=O)Nc3ccccc3C(=O)O)cc2[N+](=O)[O-])c1O | -1.7 | 0.2% | 14% | ? | 3% | 8% | -10% | i | 0%

Quoted from the entries so far, 3 compounds:
SMILES | CCT chaperon mod | Nrf2 ARE act | Nrf2 block | ATXN viability | HepG2 tox | TGFb inhibitor | A549 tox | pAkt inh | MmCpn inh
COc1ccc(NC(=O)CSc2nnc3c4c(nc(-c5ccccc5)n23)CC(C)(C)OC4)cc1 | 3.0 | 0.0% | ? | i | 11% | -1% | 1% | i | 2%
CC1=C(C(=O)N2CCOCC2)C(c2ccsc2)C2=C(CCCC2=O)N1 (centres undefined) | -1.6 | -0.2% | nt | i | 2% | 6% | -2% | nt | 0%
CN(C(=O)c1ccc(S(=O)(=O)NC2CCCC2)cc1)C1CCCCC1 | -5.3 | -0.2% | ? | i | 0% | 12% | -19% | i | 2%

Additional results:
SMILES | CCT chaperon mod | Nrf2 ARE act | Nrf2 block | ATXN viability | HepG2 tox | TGFb inhibitor | A549 tox | pAkt inh | MmCpn inh
Cc1cc(OCCCCOc2ccc(C#N)cc2)ccc1[N+](=O)[O-] | 0.3 | 0.2% | ? | i | -6% | -7% | -2% | i | 1%
O=C(NCc1ccco1)/C(=C\c1cccs1)NC(=O)c1ccccc1 | -0.8 | 0.6% | 5% | ? | 2% | 4% | -1% | i | -4%
Cc1onc(-c2ccccc2)c1C(=O)NCc1cccnc1 | -0.5 | -0.5% | ? | i | -3% | 2% | -3% | i | -2%
Cc1noc(C)c1-c1ccc(C(=O)N2CCN(C)CC2)c2occc12 | -11 | 5.2% | nt | i | -15% | -4% | nt | i | nt
CCOc1ccc(-n2c(=S)sc3c(=O)[nH]c(SCC(=O)NC4CCCCC4)nc32)cc1 | -0.9 | 0.3% | nt | i | -15% | -15% | nt | i | nt
Cc1ccc(CNC(=O)NC2CCCCC2)cc1 | 1.3 | 0.2% | ? | i | -4% | 16% | -2% | i | 0%
COc1ccc(CNC(=O)c2ccc3ccccc3n2)cc1 | -0.4 | 6.2% | 0% | i | -24% | -9% | 12% | i | 4%
CC(=O)c1ccc(OCCOc2ccc(C#N)cc2)cc1 | -1.1 | 2.0% | 2% | i | -24% | -4% | -2% | i | 0%
Cc1ccccc1CSc1nncn1N | 0.2 | -0.9% | 9% | i | 2% | 0% | 0% | i | 0%
COc1ccc(-c2oc3ccccc3c2C(=O)OCc2ccc(O)cc2)cc1 | 0.5 | 0.4% | ? | ? | -23% | ? | -3% | i | -2%
Cc1onc(-c2ccccc2)c1C(=O)Nc1ccc(NC(=O)c2c(-c3ccccc3)noc2C)cc1 | 0.0 | -0.6% | 8% | i | -2% | 0% | 3% | i | nt
CCC(C)Sc1nnc(NS(=O)(=O)Cc2ccccc2)s1 (centres undefined) | -4.1 | 0.3% | -1% | ? | 3% | 7% | 0% | i | 4%
CCOC(=O)c1sc(=NC(=O)c2cccc(Br)c2)n(C)c1C | -2.8 | 0.1% | ? | i | 1% | -2% | -2% | i | -2%
O=C(NC1CCCC1)C(=O)c1c[nH]c2ccccc12 | -2.0 | 0.0% | 20% | i | 1% | -1% | -1% | i | 0%
COCCNc1oc(/C=C/c2ccccc2OC)nc1S(=O)(=O)c1ccccc1 | -2.2 | 0.2% | -12% | i | -20% | ? | 0% | i | 0%
CCN1C(=O)/C(=C\C=C\c2ccccc2[N+](=O)[O-])SC1=S | 0.9 | 5µM* | 17% | i | 9% | 2% | ? | i | 1%
COc1ccc2nc(N)sc2c1 | -1.3 | 4.3% | 18% | i | 4% | -2% | 1% | i | 0%
CCCCNC(=S)N(CCO)Cc1cc2cc3c(cc2[nH]c1=O)OCCO3 | -0.4 | -0.7% | -4% | i | -23% | -27% | -3% | i | -11%
COc1ccc(CNC(=O)c2sc(=O)n(Cc3cc(C(C)=O)ccc3OC)c2C)cc1 | -2.8 | -0.3% | nt | i | 22% | -10% | nt | i | nt
CCS(=O)(=O)N1CCC2(CC1)OCCN2S(=O)(=O)c1ccccc1 | 1.1 | -0.9% | nt | i | -11% | 0% | nt | i | nt
O=C(NC(=S)NCCN1CCOCC1)c1ccc(Cl)cc1Cl | -4.3 | 0.2% | nt | i | -2% | 5% | 5% | i | -1%
O=C(CN1C(=O)NC2(CCCCC2)C1=O)Nc1ccc(N2CCOCC2)cc1 | 0.1 | -0.3% | 8% | i | 8% | -18% | 1% | i | -2%
CC(C)c1ccc(C(=O)NCCCc2ccccc2)cc1 | 0.2 | 3.7% | ? | i | -13% | 0% | -1% | i | 1%
CC1CCC2(CC1)NC(=O)N(CC(=O)Nc1ccccc1-c1ccccc1)C2=O (centres undefined) | 0.7 | 1.7% | -6% | i | 0% | -12% | -6% | i | 1%
O=C(c1ccc(S(=O)(=O)Nc2cccc(C(F)(F)F)c2)cc1)N1CCN(c2ccccc2O)CC1 | 0.1 | 3.7% | ? | i | -22% | ? | -3% | i | ?
CCN(CC)CCCn1c2c(c(SCC(=O)Nc3cc(C)cc(C)c3)nc1=O)CCC2 | -0.4 | -1.2% | nt | i | -51% | -26% | nt | i | nt
CCC(=O)Nc1c2c(nn1-c1ccc([N+](=O)[O-])cc1)CS(=O)(=O)C2 | -0.2 | -0.7% | 9% | i | 9% | 4% | -2% | i | 1%

Bioassay records: PubChem BioAssay, National Center for Advancing Translational Sciences (NCATS)
